V-ATPase pHluor: yeast V-ATPase proton transport regulation by pHLuorin. S. cerevisiae, pHLuorin cytosolic pH fluorescence. response, % at 10 µM. 350,000 compounds, 0.37% hits; in the data active = response mostly above about 7.3%, no sharp cut-off; inactive = mostly below about 5.4%; note: actives read high; inactives centre near 0; some compounds called inactive have numbers as strong as hits; reference of the scale not given here
C-LANA FP: blocks KSHV LANA C-terminal domain binding to DNA; MBP-C-LANA/FAM-LBS DNA binding, fluorescence polarization; inhibition, % at 9 µM; 340,000 compounds, 0.078% hits; AID 504423;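 active = highest replicate inhibition at or above 60% at 9 µM, even if other replicates fall short; inactive = all replicates below 60% inhibition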;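 note: 0% = neutral control wells and 100% = 4 µM acridine orange control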
RTF Ca sens inh: cardiac RTF calcium desensitization; P19429+P45379; 340,000 compounds, 0.12% hits; inhibition, % at 7.15 µM; IANBD-labeled cardiac RTF, Ca2+ fluorescence;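 active = inhibition above the mean inhibition of all tested compounds plus 3 SD, cut at about 17% in these data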;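 note: assay run at fixed EC70 calcium of 1.6 mM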
HTR5A ag ctr: activates human HTR5A in OPRM1-OPRD1 agonist counter-screen | P47898 | HTR5A agonist assay, luminescence, cell-based | activation, % at 9.3 µM | 340,000 compounds, 0.61% hits | AID 504692; in the data active = activation mostly above about 9.5%, no sharp cut-off; inactive = mostly below about 7.6%;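 note: 0% = cells with vehicle only and 100% = reference agonist; strong numbers were not always called active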
Target sequence (P47898 whole entry, looked up): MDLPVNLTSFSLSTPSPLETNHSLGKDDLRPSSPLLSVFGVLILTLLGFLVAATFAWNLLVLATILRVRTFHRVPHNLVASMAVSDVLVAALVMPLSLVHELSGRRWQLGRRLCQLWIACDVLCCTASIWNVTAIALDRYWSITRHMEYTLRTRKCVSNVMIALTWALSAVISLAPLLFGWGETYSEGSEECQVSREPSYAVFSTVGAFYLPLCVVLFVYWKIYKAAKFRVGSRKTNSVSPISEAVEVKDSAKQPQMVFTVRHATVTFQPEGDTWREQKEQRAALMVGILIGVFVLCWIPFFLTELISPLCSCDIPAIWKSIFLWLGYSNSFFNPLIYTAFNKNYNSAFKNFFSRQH
MOR-DOR ag: OPRM1-OPRD1 heterodimerization agonism; P35372+P41143; cells, luminescence; activation, % at 9.3 µM; 340,000 compounds, 0.3% hits; AID 504326; in the data active = activation above about 18%;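 note: 0% = vehicle-treated cells and 100% = reference agonist; values of inactives mirror those of a sister screen read the other way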
MOR-DOR inv ag: inverse agonists of human mu-delta opioid receptor heterodimerization; AID 504357; 340,000 compounds, 0.21% hits; P35372+P41143; cell-based MOR-DOR heterodimer luminescence, inverse agonism; inhibition, % at 9.3 µM; in the data active = inhibition above about 22%, passing the limit was not always enough;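 note: 0% = cells with DMSO and 100% = wells without cells with DMSO; values of inactives mirror those of a sister screen read the other way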
Keap1-Nrf2 PPI: inhibitors of human Keap1-Nrf2 protein-protein interaction | Q14145 | Keap1 Kelch-Nrf2 peptide fluorescence polarization, 1536-well | inhibition, % at 9.4 µM | 340,000 compounds, 0.15% hits | AID 504523; in the data active = inhibition above about 12%; inconclusive = no clear call, values can overlap the other calls; inactive = below about 7.3%;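 note: human Keap1 Kelch domain with fluorescein labeled Nrf2 9mer peptide probe; 0% = neutral control wells and 100% = peptide positive control; higher means more block of Keap1 binding to Nrf2 peptide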
Target sequence (Q14145 whole entry, looked up, the tested form may be a part): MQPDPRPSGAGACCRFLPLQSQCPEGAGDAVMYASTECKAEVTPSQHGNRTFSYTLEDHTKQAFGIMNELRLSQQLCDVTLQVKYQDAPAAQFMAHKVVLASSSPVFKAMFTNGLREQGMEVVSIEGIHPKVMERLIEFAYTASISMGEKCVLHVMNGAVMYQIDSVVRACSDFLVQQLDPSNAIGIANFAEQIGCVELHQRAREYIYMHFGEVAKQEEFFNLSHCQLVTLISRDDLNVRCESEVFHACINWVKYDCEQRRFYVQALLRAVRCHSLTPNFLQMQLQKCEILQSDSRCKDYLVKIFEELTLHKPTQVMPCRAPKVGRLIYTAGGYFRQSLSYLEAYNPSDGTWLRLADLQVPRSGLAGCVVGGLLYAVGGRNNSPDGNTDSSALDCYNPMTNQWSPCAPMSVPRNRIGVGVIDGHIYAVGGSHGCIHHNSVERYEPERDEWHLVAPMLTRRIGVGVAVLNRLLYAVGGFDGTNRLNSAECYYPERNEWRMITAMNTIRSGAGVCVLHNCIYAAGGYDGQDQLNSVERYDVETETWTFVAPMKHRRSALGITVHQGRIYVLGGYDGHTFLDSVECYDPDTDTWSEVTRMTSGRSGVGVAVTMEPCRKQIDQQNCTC
cardiac RTF act: increases calcium sensitivity of human cardiac regulated thin filaments | IANBD-labeled TnC RTF fluorescence at EC20 calcium; 0% EC20 calcium, 100% full calcium | activation, % at 7.2 µM | P19429+P45379 | AID 493008 | 340,000 compounds, 0.24% hits;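 active = activation above the mean over all tested compounds plus 3 SD, cut at about 30% in these data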;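 note: rise in fluorescence read as greater calcium sensitivity of cardiac thin filaments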
CAL PDZ FP: blocks peptide binding to the human CAL PDZ domain; 300,000 compounds, 0.92% hits; Q9HD26; inhibition, % at 24.9 µM; purified CAL PDZ, TMR-peptide fluorescence polarization, 1 h;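 active = mean inhibition of at least 30% with at least half of replicates also reaching 30%; inconclusive = no clear call, values can overlap the other calls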;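 note: 0% = DMSO neutral control and 100% = excess unlabeled competitor peptide PRC23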
HTR5A inv ag: HTR5A inverse agonism, opioid heterodimer counter-screen; 340,000 compounds, 0.083% hits; HTR5A cell line, luminescence; inhibition, % at 9.3 µM; in the data active = inhibition mostly above about 23%, no sharp cut-off; inactive = mostly below about 18%;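 note: 0% = cells with DMSO and 100% = no-cell wells with DMSO; some compounds called inactive have numbers as strong as hits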
The depositor's hits bear a star; u = inconclusive; x = not tested or not shown. An unsorted share of the library, and some 2.8% of all compounds hit somewhere here.

no.	mol	Keap1-Nrf2 PPI	cardiac RTF act	V-ATPase pHluor	CAL PDZ FP	HTR5A inv ag	RTF Ca sens inh	MOR-DOR inv ag	MOR-DOR ag	HTR5A ag ctr	C-LANA FP
1	CCCCn1nnnc1NCc1cccs1	1	0	6	-4	-7	-6	2	-0.5	4	1.0
2	CSc1cccc(NC(=O)COC(=O)c2ccccn2)c1	-8	0	-3	-2	-24	7	5	-1.2	9	-0.1
3	O=C(O)C1CC=CCC1C(=O)NCCc1csc(-c2ccccc2)n1 (configuration not stated)	3	-6	-2	-2	-5	-6	1	-0.2	-2	-1.1
4	Cc1ccc(OCC(=O)Nc2ccc3c(c2)OC(F)(F)O3)c([N+](=O)[O-])n1	-1	0	-4	-4	-8	5	-15	2.9	9	0.9
5	CCOC(=O)c1sc(NC(=O)c2ccco2)nc1-c1ccccc1	2	-5	-2	x	-9	-8	14	-2.7	3	0.6
6	COc1cc(NC(=O)c2ccc(C)cc2)ccc1NC(=O)c1cc2ccccc2o1	3	1	-16	-2	4	-4	6	-1.2	-1	0.0
7	CCOC(=O)C1CCCN(C(=O)c2cc(-c3ccccc3)nc3ccccc23)C1 (configuration not stated)	0	0	-2	1	4	2	6	-1.1	-2	0.0
8	CCCCn1c(=N)n(CC(=O)C(C)(C)C)c2ccccc21	-4	-3	2	-1	-8	-8	-10	1.8	2	-0.9

Reformatted with two lines to a compound: 2 of the compounds above
Every second line gives: Keap1-Nrf2 PPI | cardiac RTF act | V-ATPase pHluor | CAL PDZ FP | HTR5A inv ag | RTF Ca sens inh | MOR-DOR inv ag | MOR-DOR ag | HTR5A ag ctr | C-LANA FP
7: CCOC(=O)C1CCCN(C(=O)c2cc(-c3ccccc3)nc3ccccc23)C1 (configuration not stated)
    0 | 0 | -2 | 1 | 4 | 2 | 6 | -1.1 | -2 | 0.0
8: CCCCn1c(=N)n(CC(=O)C(C)(C)C)c2ccccc21
    -4 | -3 | 2 | -1 | -8 | -8 | -10 | 1.8 | 2 | -0.9

In the list so far, these have sulfur:
no.	mol	Keap1-Nrf2 PPI	cardiac RTF act	V-ATPase pHluor	CAL PDZ FP	HTR5A inv ag	RTF Ca sens inh	MOR-DOR inv ag	MOR-DOR ag	HTR5A ag ctr	C-LANA FP
1	CCCCn1nnnc1NCc1cccs1	1	0	6	-4	-7	-6	2	-0.5	4	1.0
2	CSc1cccc(NC(=O)COC(=O)c2ccccn2)c1	-8	0	-3	-2	-24	7	5	-1.2	9	-0.1
3	O=C(O)C1CC=CCC1C(=O)NCCc1csc(-c2ccccc2)n1 (configuration not stated)	3	-6	-2	-2	-5	-6	1	-0.2	-2	-1.1
5	CCOC(=O)c1sc(NC(=O)c2ccco2)nc1-c1ccccc1	2	-5	-2	x	-9	-8	14	-2.7	3	0.6

(listing goes on)
no.	mol	Keap1-Nrf2 PPI	cardiac RTF act	V-ATPase pHluor	CAL PDZ FP	HTR5A inv ag	RTF Ca sens inh	MOR-DOR inv ag	MOR-DOR ag	HTR5A ag ctr	C-LANA FP
9	Nc1nc(CN2CCc3ccccc3C2)nc(Nc2ccccc2)n1	-6	-4	1	-1	-3	-5	-32	5.7	-2	0.0
10	COc1ccc(Cl)cc1C(=O)NC1=NCCS1	-3	-7	-1	-2	12	5	18	-3.8	-3	-0.4
11	Nc1cc(=O)[nH]c(=S)n1-c1ccccc1	-1	2	-8	-4	3	-1	-5	0.8	5	8.5
12	COc1ccccc1NC(=O)CCSc1nnc(-c2ccc(O)cc2)o1	3	2	0	-3	-5	-17	13	-2.4	2	0.4
13	COC(=O)C(NC(=O)CCC(=O)N[C@@H](C(=O)OC)c1ccccc1)c1ccccc1 (some centres not stated)	-5	0	2	-2	6	3	12	-2.2	2	2.2
14	COc1ccc(OC)c(NC(=O)Cn2nc(C)c3ccccc3c2=O)c1	-1	4	6	-3	1	0	9	-1.9	0	-1.5
15	COC(=O)C1=CO[C@@H](OC2OC(CO)C(O)C(O)C2O)[C@@H]2C(CO)=CC[C@H]12 (some centres not stated)	4	5	0	-1	21	-13	7	-1.2	1	0.4
16	Cc1cc2c(s1)CCCCC(=O)N2	-7	5	1	-5	-7	0	-1	0.2	3	-0.8
17	Nc1nnc(SCc2c(F)cccc2Cl)s1	2	3	-2	-24	-2	-3	16	-3.0	0	-0.3
18	COc1cc(C(=O)OC(C)CN2C(C)CCCC2C)cc(OC)c1OC (configuration not stated)	-2	1	0	5	3	2	6	-1.1	1	-1.1
19	CC(=O)c1ccc(OC(=O)CCN2c3ccccc3Sc3ccccc32)cc1	-7	-3	3	-3	-7	7	-6	1.1	4	-1.9
20	O=C(COc1ccc2ccc(=O)oc2c1)Nc1ccc(N2CCCCC2)cc1	6	-2	-7	-1	-1	-7	-31	7.9	-4	-0.5
21	CCCCN(C(=O)/C=C/c1ccc(OC)cc1)C1CCS(=O)(=O)C1 (configuration not stated)	3	-3	-2	2	-4	1	3	-0.4	4	1.1
22	Cc1ccc(C(=O)CCC(=O)N2CCN(c3ccc(F)cc3)CC2)cc1	-2	3	2	-1	-8	-12	8	-1.6	3	-3.8
23	Cc1csc(NC(=O)CSC2=NS(=O)(=O)c3ccccc3N2)n1	-5	-3	2	-3	-19	-1	13	-2.0	6	-2.7
24	Cc1c2ccccc2nc2ccccc12	-1	0	1	12	1	-7	1	-0.2	0	1.9
25	O=C(CCc1ccccc1)c1ccc2c(c1)OCCCO2	-4	0	0	x	-14	-9	-45	9.4	6	0.9
26	CN(C(=O)COC(=O)c1ccc([N+](=O)[O-])cc1N)c1ccccc1	-12	12	-1	2	-1	-12	-3	0.6	0	-10
27	COCCCN1C(=O)c2ccc(C(=O)OCC(=O)N3CCN(c4ccccc4)CC3)cc2C1=O	3	-9	10	x	10	-4	18	-3.8	7	2.9
28	CN1CCN(c2ccc(C(=O)NC3CCCCC3)cc2[N+](=O)[O-])CC1	-2	7	4	x	-4	-19	6	-1.2	6	0.1
29	O=C(CC12CC3CC(CC(Br)(C3)C1)C2)Nc1nncs1	x	-11	8	-2	-10	3	-3	0.4	3	x
30	CC(NC(=O)c1ccc(N(C)C)cc1)C(c1cccs1)N1CCN(C)CC1 (configuration not stated)	-3	4	-1	-2	7	-7	-5	0.8	-3	3.1
31	CC(C)Oc1ccc(C(CC(=O)O)n2cnnn2)cc1 (configuration not stated)	-2	x	-2	1	x	x	x	x	x	0.3
32	O=C(Nc1ccccc1)N1CCC(C(=O)N2CCN(S(=O)(=O)c3cccc(F)c3)CC2)CC1	0	3	-92	-2	-6	-3	9	-1.6	-4	-1.2
33	COc1ccccc1CNC(=O)C1COc2ccccc2O1 (configuration not stated)	-7	2	1	-1	8	-1	11	-1.8	-3	-1.5
34	CCCNC(=O)C1CCN(S(=O)(=O)c2ccc(-c3nn[nH]n3)cc2)CC1	-6	-2	2	3	-9	-3	12	-2.1	4	-2.2
35	COc1ccc(Cc2nnc(SCC(=O)Nc3ccc(N4CCOCC4)cc3)o2)cc1	-3	-4	2	x	0	-23	5	-0.8	-4	0.9
36	CC1=CC(=O)CC(C)(C)C1(O)/C=C/C(C)=C/C(=O)O (configuration not stated)	-3	4	0	2	15	-6	11	-2.1	-3	-0.7
37	O=S(=O)(c1ccccc1)c1nc(-c2ccccc2)oc1NCCCN1CCOCC1	-3	4	-3	x	-35	-5	17	-3.2	1	0.5
38	COC(=O)c1nc2n(n1)C(c1ccc(OC)c(OC)c1OC)C1=C(CCCC1=O)N2 (configuration not stated)	2	4	0	3	-19	-8	13	-2.2	-2	2.5
39	CCOc1ccc(S(=O)(=O)/N=C(\N)c2ccccc2)cc1	-6	0	0	-4	-16	-14	-5	0.9	5	-0.2
40	Cc1cc(SCC(=O)NN)c2cc(Br)ccc2n1	-10	4	0	-4	0	-15	-13	2.6	0	-0.8
41	O=C(NCc1ccco1)c1ccc(N2CCCC2=O)cc1	-4	2	-1	-11	0	-18	1	-0.3	3	-0.4
42	O=c1c2ccccc2nc(-c2cccs2)n1-c1cccc2ccccc12	-7	1	-1	-1	8	6	-13	2.6	1	0.7
43	O=C(COC(=O)c1ccco1)NCc1ccc(F)cc1	-3	-2	4	1	0	5	14	-2.5	0	0.5
44	S=c1[nH]nc(-c2ccc(Cl)cc2)n1-c1ccc2c(c1)OCCO2	-4	24	-1	-4	6	-4	-16	3.1	7	0.8
45	CN(CCOC(=O)c1cccc(Br)c1)C(C)(C)C	-7	-1	2	-15	-7	-4	-5	0.8	3	-0.5
46	Cc1cccc(N2CC(c3nc4ccccc4[nH]3)CC2=O)c1 (configuration not stated)	-5	-5	1	-1	-7	-4	2	-0.3	-2	0.1
47	Cc1ccccc1OCCC(=O)OCC(=O)NCCc1ccc(S(N)(=O)=O)cc1	1	-2	4	0	11	-5	-5	1.4	4	-0.7
48	O=C(COC(=O)c1ccc(Cl)c(Cl)c1)Nc1cccnc1Cl	-4	9	-5	-4	-3	-9	-8	1.5	-3	-0.8
49	O=C(O)CCC(C(=O)O)n1c(O)c(C2=c3ccccc3=NC2=O)sc1=S (configuration not stated)	0	9	2	-2	2	-4	-6	1.1	0	-0.6
50	CC1(C)CC2(CCCN3C(=O)CSC32)CCS1 (configuration not stated)	-2	-6	0	2	1	-4	15	-3.4	1	-0.5
51	COc1ccc(-c2noc(CN(C)CCC3CCCCO3)n2)cc1 (configuration not stated)	0	7	2	0	-5	-12	-2	0.4	-1	0.7
52	O=C(N/N=C/c1ccccc1O)c1cc[n+]([O-])cc1	-1	-5	3	-1	0	2	13	-2.5	6	-2.1
53	c1ccc(Oc2ccccn2)cc1	-7	-4	1	-3	6	-6	17	-3.3	-2	4.0
54	COCCC(=O)N1CCC(Oc2ccc(C(=O)NC3CCCCC3)cc2)CC1	0	0	1	-4	-15	-2	6	-1.3	4	-1.0
55	CC1(C)CC(=O)C2=C(C1)OC(N)=C(C#N)C2c1cccs1 (configuration not stated)	-3	2	1	0	0	-6	21	-4.0	0	-0.1
56	Cc1ccc2c3c1C1(C(=O)N3C(C)(C)CC2C)C(C#N)=C(N)Oc2cc(O)ccc21 (configuration not stated)	-2	-3	5	-7	-10	1	4	-0.6	3	5.5
57	CS(=O)(=O)c1ccc(-c2nn[nH]n2)cc1	-7	6	-1	x	-8	-4	2	-0.4	2	0.2
58	CC(C)N(CCNS(=O)(=O)c1ccc(Cl)cc1)C(C)C	-2	-7	0	2	11	2	3	-0.5	6	-1.6
59	O=C(CCCC1=NS(=O)(=O)c2ccccc2N1)NCCc1ccc(Cl)cc1	u	5	1	-6	-2	0	7	-1.2	6	-1.3

Fetched by structure from above:
no.	mol	Keap1-Nrf2 PPI	cardiac RTF act	V-ATPase pHluor	CAL PDZ FP	HTR5A inv ag	RTF Ca sens inh	MOR-DOR inv ag	MOR-DOR ag	HTR5A ag ctr	C-LANA FP
55	CC1(C)CC(=O)C2=C(C1)OC(N)=C(C#N)C2c1cccs1 (configuration not stated)	-3	2	1	0	0	-6	21	-4.0	0	-0.1
59	O=C(CCCC1=NS(=O)(=O)c2ccccc2N1)NCCc1ccc(Cl)cc1	u	5	1	-6	-2	0	7	-1.2	6	-1.3

From PubChem BioAssay
